High-throughput results: PubChem, National Center for Advancing Translational Sciences (NCATS)
Pf growth 96h: Primary qHTS for delayed death inhibitors of the malarial parasite plastid, 96 hour incubation | P. falciparum luciferase reporter growth, 96 h | Potency, µM (titrated, usually from 28.7 µM), without a hit: top-dose activity change, negative = inhibition, most hits filed as inhibitors | 320,000 compounds, 6.9% hits | AID 504834, 2011; also: potency is read from the fitted curve at half-maximal effect; % is scaled to controls: 0 for no effect and ±100 for the full control effect
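Erythrocytes infected with luciferase-expressing P. falciparum were dispensed at 2% hematocrit and 0.05% parasitemia (final), then incubated with compounds 96 hours at 37 C in 5% CO2. Luminescence after detection reagent addition reported growth.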
CHX counter: Cycloheximide Counterscreen for Small Molecule Inhibitors of Shiga Toxin; cell reporter, cycloheximide protein synthesis inhibition counterscreen; max response, %; 300,000 compounds, 12% hits; AID 2314, 2010; in the data active = max response mostly above about 13%, no sharp cut-off; inactive = mostly below about 14%; also: read at 38.3 µM for the half of the compounds with a filed dose; 0% is about no effect
LmPK inh: qHTS Assay for Inhibitors of Leishmania Mexicana Pyruvate Kinase (LmPK). Q27686. purified LmPK, Kinase-Glo ATP luminescence, 1 h. Potency, µM (highest dose often 57.5 µM), for the others: top-dose activity change, negative = inhibition, actives largely listed as inhibitors. 290,000 compounds, 0.37% hits. AID 1721, 2009; also: potency is read from the fitted curve at half-maximal effect; % is scaled to controls: 0 for no effect and ±100 for the full control effect
Target sequence (Q27686 whole entry, looked up): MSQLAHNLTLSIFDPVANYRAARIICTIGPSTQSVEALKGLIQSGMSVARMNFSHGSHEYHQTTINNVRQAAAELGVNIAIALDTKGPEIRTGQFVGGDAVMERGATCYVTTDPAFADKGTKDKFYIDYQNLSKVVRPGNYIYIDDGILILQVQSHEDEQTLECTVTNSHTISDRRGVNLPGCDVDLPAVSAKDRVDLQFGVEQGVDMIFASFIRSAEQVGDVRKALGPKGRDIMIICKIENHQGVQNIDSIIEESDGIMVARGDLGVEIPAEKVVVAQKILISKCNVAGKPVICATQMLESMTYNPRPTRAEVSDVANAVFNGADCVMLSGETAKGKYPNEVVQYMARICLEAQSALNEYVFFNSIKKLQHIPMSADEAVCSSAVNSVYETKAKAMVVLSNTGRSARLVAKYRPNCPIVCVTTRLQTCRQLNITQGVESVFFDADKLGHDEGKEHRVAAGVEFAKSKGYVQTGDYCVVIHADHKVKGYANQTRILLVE
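Pyruvate kinase activity monitored as ATP production (luciferase luminescence). Conditions: 0.1 nM enzyme, 0.5 mM PEP, 0.1 mM ADP, 1 h, RT; normalized against uninhibited and no-enzyme wells.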
AmpC no deterg: qHTS Inhibitors of AmpC Beta-Lactamase (assay without detergent) | 330,000 compounds, 0.52% hits | Potency, µM (titrated, usually from 57.1 µM), for the others: at the top dose activity change, negative = inhibition, hits mostly inhibitors | AmpC nitrocefin hydrolysis, absorbance 480 nm, 0.0001% Triton | P00811;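 also: potency is read from the fitted curve at half-maximal effect; plate controls were no compound for no effect and no enzyme for full effect; nearly all actives have a fitted effect of over 20% in size; some results filed as inactive show a strong effect at the top dose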
Target sequence (P00811 whole entry, looked up): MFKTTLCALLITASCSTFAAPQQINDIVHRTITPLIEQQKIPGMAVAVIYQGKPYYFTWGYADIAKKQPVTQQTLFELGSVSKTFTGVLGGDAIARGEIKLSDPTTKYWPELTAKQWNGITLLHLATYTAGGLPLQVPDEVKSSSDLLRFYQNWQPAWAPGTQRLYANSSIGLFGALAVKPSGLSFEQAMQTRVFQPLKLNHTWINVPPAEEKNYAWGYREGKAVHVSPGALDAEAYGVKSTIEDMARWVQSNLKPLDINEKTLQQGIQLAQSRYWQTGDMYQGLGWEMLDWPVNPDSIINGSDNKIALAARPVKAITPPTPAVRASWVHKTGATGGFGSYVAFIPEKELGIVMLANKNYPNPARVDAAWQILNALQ
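AmpC (5.3 nM in the dispensed reagent) in 20 mM phosphate pH 7.0 with 0.01% (detergent screen) or 0.0001% Triton X-100 was preincubated with compounds for 15 min at room temperature. Nitrocefin was then added from an 800 uM solution, and hydrolysis was followed at 480 nm.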
Shiga inhibitor: A qHTS for Small Molecule Inhibitors of Shiga Toxin; Vero cells, Shiga toxin protein synthesis inhibition reporter; inhibition, % at 38.7 µM; 290,000 compounds, 9.2% hits; AID 2315, 2010; in the data active = inhibition mostly above about 28%, no sharp cut-off; inactive = mostly below about 43%; also: 0% is about no effect
TbPYK inhibitor: qHTS of Trypanosoma Brucei Inhibitors; pyruvate kinase (Trypanosoma brucei), Q57TT1; TbPYK enzyme, Kinase-Glo Plus ATP luminescence, 45 min; Potency, µM (doses to about 76.8 µM), without a hit: top-dose activity, negative = inhibition, hits mostly inhibitors; 410,000 compounds, 0.12% hits; AID 624173, 2012; also: potency is read from the fitted curve at half-maximal effect; % is scaled to controls: 0 for no effect and ±100 for the full control effect; nearly all actives have a fitted effect of over 50% in size
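Readout: single end-point luminescence (Kinase-Glo Plus, 10 min). Reaction conditions were TbPYK/substrate plus 130 uM ADP, 45 min at RT, pH 7.2 TEA buffer. No-enzyme wells served as controls, and data were normalized before concentration-response fitting.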
Pf growth 48h: Primary qHTS for delayed death inhibitors of the malarial parasite plastid, 48 hour incubation | P. falciparum luciferase growth in erythrocytes, 48 h | 310,000 compounds, 5.9% hits | Potency, µM (highest dose often 28.7 µM), inactives show at the top dose activity change, negative = inhibition, usual class: inhibitors; also: potency is read from the fitted curve at half-maximal effect; % is scaled to controls: 0 for no effect and ±100 for the full control effect
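Read-out is firefly luciferase luminescence from an integrated reporter in P. falciparum, so falling signal marks reduced parasite growth. Infected erythrocytes were at 2% hematocrit and 0.1% parasitemia (final) in Albumax-supplemented RPMI 1640.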
An asterisk follows results filed as active; ? = inconclusive; . = no result given; & = joins results of further samples; [ ] = another dose, or the depositor's remark. Unless noted, calls follow the shape of the dose curve; as a rule, active = well fitted curve in the direction sought with a large enough effect; inconclusive = small, poorly fitted or top-dose-only effect, or another doubt; inactive = no such curve, though single readings can be large; an effect the other way counts as inactive or inconclusive.

1) COc1ccccc1C(=O)NC(=O)COC(=O)CN1C(=O)NC(C)(C)C1=O
2) COc1ccc(Cc2nnc(N/N=C(\C)c3ccccc3)[nH]c2=O)cc1OC
3) Cc1ccccc1NC(=O)C(=O)NCC1CCCN1S(=O)(=O)c1cccs1 (stereo not given)
4) CCOc1ccc(N=C(NC#N)SC)cc1
5) O=C(COC(=O)C1(c2ccccc2F)CCCC1)NCc1cccs1
6) NC(=O)C1CCN(c2nc(-c3cc4ccccc4o3)cs2)CC1
7) CC(=O)Nc1ccc(S(=O)(=O)Nc2nccc(/C=C/c3ccccc3F)n2)cc1
8) O=C1CC2(CCN(C(=O)c3c(F)cccc3F)CC2)Oc2ccccc21

entry no.	1	2	3	4	5	6	7	8
AmpC no deterg	-4%	31%	-23%	-4%	-45%	112%&105%[activator]	-12%	15%
Shiga inhibitor	.	-3	.	-17	-20	.	22	.
Pf growth 96h	30%	?	23%	.	-1%	2%	30%[activator]	9%
TbPYK inhibitor	2%	4%	1%	-7%	-2%	-22%	-2%	2%
LmPK inh	.	2%	.	0%	2%	.	0%	.
Pf growth 48h	10%	?	-5%	22%	?	?	17%	21%
CHX counter	.	1	.	-7	-3	.	-2	.

9) CC12CN3CC(C)(CN(C1)C3c1ccc(Cl)cc1Cl)C2=O (stereo not given)
10) Cc1ccc(S(=O)(=O)N2CCOCC2)cc1NC(=O)COC(=O)c1ccc2c(c1)OCO2
11) CCOC(=O)c1c(C)[nH]c(C(=O)COC(=O)/C=C/c2ccc(OCC#N)c(OC)c2)c1C
12) CCOC(=O)C1CCCN(C2=NC(=O)/C(=C/c3ccc(O)c(OCC)c3)S2)C1 (stereo not given)
13) N#C/C=C/N1CCC(Cc2ccccc2)CC1
14) C=CCn1c(SCc2cccc3ccccc23)nnc1-c1cccnc1
15) O=C1C2CCCN2C(=O)N1CCCN1CCN(c2ccc([N+](=O)[O-])cc2)CC1 (stereo not given)
16) Clc1ccc(CN2CCN(c3ncccn3)CC2)cc1

entry no.	9	10	11	12	13	14	15	16
AmpC no deterg	25%	-16%	-11%	-3%	-11%	39%	19%	2%
Shiga inhibitor	-4	-12	-16	-3	-2	-11	.	22
Pf growth 96h	?	0%	-20%[5.75 µM]	13%	-2%	?	?	?
TbPYK inhibitor	-1%	6%	4%	-5%	5%	-13%	7%	4%
LmPK inh	1%	5%	0%	7%	0%	0%	-1%	2%
Pf growth 48h	5%	-4%	-4%	?	2%	?	-1%	-20%
CHX counter	-6	8	-3	-2	4	-2	-4	-2

17) COc1ccc(OC)c(C2=NOC(C(=O)NCc3ccccn3)C2)c1 (stereo not given)
18) CS(=O)(=O)N(CC(O)CON=C1c2ccccc2-c2ccccc21)c1ccc(F)cc1 (stereo not given)
19) O=C(CSc1nnc2ccccn12)NCc1cccs1
20) CCCc1cc(C(=O)NNC(=S)NC2CCCCC2)cs1
21) CCOC(=O)c1c(NC(=O)COC)sc(C)c1C
22) CCCCc1nnc(NC(=O)c2ccc3c(=O)n4c(nc3c2)CCC4)s1
23) O=C(c1ccc([N+](=O)[O-])cc1)N1CCN(c2cccc3[nH]ccc23)CC1
24) NC(=O)C1CCN(c2oc(/C=C/c3ccc(F)cc3)nc2S(=O)(=O)c2ccccc2)CC1

entry no.	17	18	19	20	21	22	23	24
AmpC no deterg	-6%	.	-9%	-33%	6%	79%[activator]	-8%	1%
Shiga inhibitor	-9	-15	52*	34	-1	.	-4	-6
Pf growth 96h	.	?	?	57%[activator]	?	-2%	?	0%
TbPYK inhibitor	2%	1%	6%	-13%	7%	2%	-10%	5%
LmPK inh	-2%	-3%	11%	-11%	-3%	.	-1%	1%
Pf growth 48h	.	?	.	57%[activator]	-11%	?	?	?
CHX counter	-5	2	21*	22*	1	.	2	10

25) COc1cc(/C=N/NC(=O)c2ccoc2C)ccc1O
26) CC(=O)Nc1ccc(S(=O)(=O)Nc2cc(C)cn(Cc3ccccc3)c2=O)cc1
27) CC(C)CN(C(=O)COC(=O)C(C)N1C(=O)c2ccccc2C1=O)c1c(N)n(Cc2ccccc2)c(=O)[nH]c1=O (stereo not given)
28) O=C(CCN1C(=O)C2CC=CCC2C1=O)Nc1cc(C(F)(F)F)ccc1N1CCCC1 (stereo not given)
29) Cc1nn(-c2ccc(Cl)cc2)c2sc(C(=O)c3c(N)n(C)c(=O)n(C)c3=O)cc12
30) O=C(CN1C(=O)C2CC=CCC2C1=O)NCC(=O)Nc1ccc(F)c(F)c1F (stereo not given)
31) COc1ccc(Cl)cc1NC(=S)NNC(=O)C1(C)CC1(Cl)Cl (stereo not given)
32) C=CCO/N=C(\C)c1c(O)c(C)c(-c2ccccc2)n(-c2ccccc2)c1=O

entry no.	25	26	27	28	29	30	31	32
AmpC no deterg	-13%	-12%	22%	64%[activator]	-22%	-2%	-24%	1%
Shiga inhibitor	59	-9	.	.	-23	-7	-12	9
Pf growth 96h	65%[activator]	?	16%	3%	54%[activator]	60%[activator]	-3%	?
TbPYK inhibitor	-14%	0%	-8%	7%	-12%	0%	-17%	-1%
LmPK inh	?	-4%	.	.	1%	6%	4%	0%
Pf growth 48h	75%[activator]	-17%	-10%	4%	44%[activator]	-1%	0%	-2%
CHX counter	37*	16	.	.	0	10	2	-1

Reprinted from the part before: 2 entries, followed by the next part.
31) COc1ccc(Cl)cc1NC(=S)NNC(=O)C1(C)CC1(Cl)Cl (stereo not given)
32) C=CCO/N=C(\C)c1c(O)c(C)c(-c2ccccc2)n(-c2ccccc2)c1=O
33) Cc1ccc2c(c1)NC(=O)C(N1CCOCC1)(C(F)(F)F)O2 (stereo not given)
34) CCNc1ccccc1C(=O)O
35) COc1ccc(CCNC(=O)CCSc2nc(-c3ccco3)cc(C(F)(F)F)n2)cc1OC
36) COC(=O)Nc1nc(-c2cc(Cl)ccc2Cl)cs1
37) O=C(N/N=C/c1ccncc1)c1cccs1
38) O=C(CCNS(=O)(=O)c1ccc(Br)s1)NCc1ccc(F)cc1
39) O=C(COC(=O)c1ccc[nH]c1=O)NCCc1ccc(F)cc1
40) O=C(/C=C/c1c(Cl)cccc1Cl)NCc1ccco1

entry no.	31	32	33	34	35	36	37	38	39	40
AmpC no deterg	-24%	1%	0%	-26%	131%[activator]	-18%	-26%	-17%	-20%	-17%
Shiga inhibitor	-12	9	-10	-4	18	-2	91*	-2	1	-8
Pf growth 96h	-3%	?	-6%	0%	?	7%	?	4%	25%	27%
TbPYK inhibitor	-17%	-1%	0%	-8%	-3%	0%	5%	-3%	0%	-2%
LmPK inh	4%	0%	3%	0%	1%	3%	-17%	0%	1%	-2%
Pf growth 48h	0%	-2%	?	32%[activator]	9.3µM*	-24%	.	20%	-2%	8%
CHX counter	2	-1	-1	-3	6	-5	52*	-2	13	13

41) O=C(Nc1ccccc1F)NC1CC1
42) Cc1c(NC(=O)CN2C(=O)NC(C)(c3ccc(OC(F)F)cc3)C2=O)c(=O)n(-c2ccccc2)n1C (stereo not given)
43) CCOc1ccc(NC2=NCCCS2)cc1
44) COc1ccc(C)cc1NC(=O)c1ccoc1C
45) O=C(CCCCCCCC(=O)c1ccccc1)c1ccccc1
46) CS(=O)(=O)Nc1ccccc1C(=O)NCC1(N2CCCCC2)CCCCC1
47) O=C(COc1ncnc2sccc12)NC1CCCc2ccccc21 (stereo not given)
48) O=C(CN1C2=NCCN2c2ccccc21)c1ccc2c(c1)OCO2

entry no.	41	42	43	44	45	46	47	48
AmpC no deterg	-19%	-9%	-20%	-21%	-14%	-9%	-32%	-16%
Shiga inhibitor	52*	.	7	13	-5	-9	-9	-11
Pf growth 96h	81%[activator]	-1%	27%	.	14%	28%	?	.
TbPYK inhibitor	0%	-2%	3%	0%	5%	-3%	-2%	-9%
LmPK inh	2%	.	-1%	0%	-1%	4%	-3%	-5%
Pf growth 48h	11%	-25%	-15%	2%	4%	4%	3%	?
CHX counter	23	.	4	-3	7	-2	-3	-8

Entries from the list above containing a nitro group on carbon, in the order listed:
15) O=C1C2CCCN2C(=O)N1CCCN1CCN(c2ccc([N+](=O)[O-])cc2)CC1 (stereo not given)
23) O=C(c1ccc([N+](=O)[O-])cc1)N1CCN(c2cccc3[nH]ccc23)CC1

entry no.	15	23
AmpC no deterg	19%	-8%
Shiga inhibitor	.	-4
Pf growth 96h	?	?
TbPYK inhibitor	7%	-10%
LmPK inh	-1%	-1%
Pf growth 48h	-1%	?
CHX counter	-4	2

Further compounds:
49) Nc1nc(=S)c2ncn(C3OC(CO)C(O)C3O)c2[nH]1 (stereo not given)
50) Cc1ccc(NC(=O)COC(=O)C(CC(C)C)N2C(=O)C3CC=CCC3C2=O)c(C)c1 (stereo not given)
51) O=C(c1cc2nc(-c3ccc(F)cc3)cc(C(F)(F)F)n2n1)N1CCCC1
52) CCn1c(COc2ccccc2)nnc1SCC(=O)C(C)(C)C
53) COc1cc(NC(=O)C(=O)NNC(=O)C2CCCCC2)c(OC)cc1Cl
54) COc1ccccc1OCC(=O)NN1Cc2ccccc2C1=N
55) O=[N+]([O-])c1ccc(Cl)c(Cl)c1Cl
56) CCOc1cccc(CN2CCC(Oc3ccc(C(=O)N4CCCC4)cc3)CC2)c1

entry no.	49	50	51	52	53	54	55	56
AmpC no deterg	-26%	78%[activator]	-11%	66%[activator]	0%	-11%	-6%	62%[activator]
Shiga inhibitor	9	-11	-12	2	11	-7	.	16
Pf growth 96h	0%	?	110%[activator]	9.3µM*	10%	-8%	-14%	?
TbPYK inhibitor	-6%	-1%	.	-25%	-4%	15%	-1%	2%
LmPK inh	1%	2%	6%	2%	1%	-10%	.	4%
Pf growth 48h	4%	21%	2%	12µM*	9%	.	-3%	?
CHX counter	-4	-7	0	16	0	-5	.	9

57) Fc1ccc(-c2nnc(CSc3nnc(-c4ccc5c(c4)OCO5)o3)o2)cc1
58) COc1ccc(NC(=S)NCc2ccccc2)c(OC)c1
59) COc1ccc(CCC(C)Nc2ccc(F)cc2)cc1 (stereo not given)
60) CCCc1[nH]nc2c1C(c1ccc(OCCN3CCOCC3)c(OCC)c1)C(C#N)=C(N)O2 (stereo not given)
61) CN(C)c1ccc(C(=O)/C=C/c2ccc(Br)cc2)cc1
62) O=C(O)C1CC(=O)N(c2ccc(OCc3ccccc3Cl)cc2)C1 (stereo not given)
63) CCc1cccc(NC(=O)CN2C(=O)NC3(CCCCCCC3)C2=O)c1

entry no.	57	58	59	60	61	62	63
AmpC no deterg	-13%	-14%	-21%	60%	-19%	-14%	-7%
Shiga inhibitor	32	-9	19	-15	58*	-4	13
Pf growth 96h	-4%	?	34%[activator]	15%	8%	.	111%[activator]
TbPYK inhibitor	-2%	-2%	-6%	2%	-3%	-12%	3%
LmPK inh	1%	2%	6%	-14%	-1%	-9%	-1%
Pf growth 48h	-1%	?	?	0%	0%	-6%	2%
CHX counter	26*	-1	10	-6	23*	-4	-2
